SV40 large T antigen: TAg ATPase/helicase activity blockers – biochemical (AID 1903) | SV40 large T antigen ATPase/helicase inhibition assay; higher % means a stronger effect | inhibition, % at 20 µM, or IC50 in µM where a hit was titrated | 310,000 compounds, 0.39% hits; in the data active means a potency from the dose series; inconclusive means inhibition mostly from about 32% at the one dose, without a potency; inactive means the rest, 99 in 100 with inhibition below about 32%; further: strong numbers were not always called active
GPR35 arrestin U2OS: inhibition of zaprinast-stimulated GPR35 beta-arrestin translocation – imaging, U2OS, beta-arrestin-GFP, zaprinast agonist, primary screen (AID 2058) | 290,000 compounds, 0.052% hits | inhibition, % at 10 µM, or IC50 in µM where a hit was titrated | U2OS GPR35 beta-arrestin-GFP translocation imaging, zaprinast antagonism; higher % means a stronger effect;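 active means inhibition of at least 50% with at least 30 cells and total cytoplasm GFP at most 10,000,000; inconclusive means under 30 cells or total GFP of 10,000,000 plus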
NTR1 agonist: NTR1-driven beta-arrestin-GFP spot formation – imaging, U2OS cells, high content, primary screen (AID 493036); 330,000 compounds, 0.17% hits; P30989; agonist mode; activation, % at 20 µM;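 active means activation at or above 40% of the spot to cytoplasm intensity ratio, with at least 20 cells analyzed; inconclusive means wells under 20 cells, flagged as cytotoxic or low count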;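 further: 0% = DMSO without peptide and 100% = 100 nM NTR1 peptide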
Target sequence (P30989 whole entry, looked up): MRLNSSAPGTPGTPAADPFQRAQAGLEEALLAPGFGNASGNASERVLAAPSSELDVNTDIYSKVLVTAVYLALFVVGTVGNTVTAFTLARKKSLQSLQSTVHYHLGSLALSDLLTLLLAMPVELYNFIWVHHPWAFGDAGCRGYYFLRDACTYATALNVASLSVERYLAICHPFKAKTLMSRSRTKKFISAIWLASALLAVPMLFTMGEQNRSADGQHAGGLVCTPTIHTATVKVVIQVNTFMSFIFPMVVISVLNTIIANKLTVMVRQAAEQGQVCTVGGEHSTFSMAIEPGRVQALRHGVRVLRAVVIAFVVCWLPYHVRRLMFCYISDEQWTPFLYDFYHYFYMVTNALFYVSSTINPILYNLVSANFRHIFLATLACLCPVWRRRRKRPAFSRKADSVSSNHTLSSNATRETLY
NS5 inhibitors: flavivirus cap methylation enzyme inhibition – biochemical, confirmation dose response, primary screen (AID 588689). Dengue-2 NS5 methyltransferase capping enzyme assay, biochemical; higher % means a stronger effect. 340,000 compounds, 0.3% hits. inhibition, % at 25 µM; hits with a dose series show IC50 in µM; in the data active means a potency from the dose series; inconclusive means inhibition above about 29% without an active follow-up result
Rac1 GTP hydrolysis: MgcRacGAP GTPase-activating activity inhibitors, confirmation, biochemical, ADP Hunter fluorescence; MgcRacGAP-stimulated Rac1 GTP hydrolysis, ADP Hunter fluorescence; higher % means a stronger effect; GST-tagged Rac1 F28L mutant substrate; one-dose inhibition, % at 30 µM; IC50 in µM for titrated hits; 340,000 compounds, 0.6% hits; AID 624330;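 active means first-screen hits whose inhibition reached a set limit at any dose in the follow-up dose series; inconclusive means inhibition above the set first-screen limit but never retested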;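 further: fluorescence reports GDP produced by GAP-driven GTP hydrolysis; strong numbers were not always called active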
AID2073: disruptors of CaV2.2 binding to Mint1 – biochemical, HTRF (AID 2073); HTRF protein-protein interaction, Mint1-CaV2.2; higher % means a stronger effect; 290,000 compounds, 0.19% hits; inhibition, % at 20 µM, or IC50 in µM where a hit was titrated; in the data active means inhibition mostly above about 51%, no sharp cut-off; inconclusive means no clear call, values can overlap the other calls; inactive means mostly below about 53%; further: some results filed as inactive read as strong as hits
GPR55 beta-arrestin: GPR55 agonists via beta-arrestin recruitment, primary screen, imaging, U2OS cells, beta-arrestin-GFP redistribution (AID 1961). U2OS GPR55 beta-arrestin-GFP redistribution imaging; higher % means a stronger effect. 290,000 compounds, 0.048% hits. one-dose activation, % at 10 µM; EC50 in µM for titrated hits;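 active means activation above 40% with more than 50 cells counted in the well; inconclusive means wells holding fewer than 50 cells, flagged as toxic or sparse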;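 further: U2OS osteosarcoma cells stably expressing GPR55 and beta-arrestin-GFP; plate controls were DMSO negative control for no effect and LPI positive control for full effect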
Yfh1-depleted yeast: enhancers of respiration in Yfh1-depleted yeast, dose response, Friedreich's ataxia, plus single-dose screen (AID 1465) | 220,000 compounds, 0.074% hits | fold induction at 50 µM; hits with a dose series show EC50 in µM | S. cerevisiae Yfh1-off respiration, WST-1 reduction, 72 h; higher fold induction means a stronger effect;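 active means fold induction of absorbance versus untreated yeast above a set limit, then at least 30% activation at any dose in follow-up; inconclusive means repeats straddling the limit, or above it without dose testing; inactive means fold induction below the set limit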;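 further: activators that raise dye reduction in frataxin-depleted yeast; strong numbers were not always called active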
GPR55 antagonists: GPR55 antagonists blocking LPI-driven arrestin recruitment, primary screen, imaging, U2OS, beta-arrestin-GFP, LPI agonist (AID 2013) | 290,000 compounds, 0.13% hits | inhibition, % at 10 µM, or IC50 in µM where a hit was titrated | U2OS GPR55 beta-arrestin-GFP translocation imaging, LPI antagonism; higher % means a stronger effect;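 active means spots per cell inhibited over 60%, with over 100 cells counted and total cytoplasm intensity under 500,000; inconclusive means wells with under 100 cells, flagged as likely toxic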;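 further: U2OS cells stably carrying GPR55 and arrestin-GFP stimulated by 5 µM LPI near EC80; imaged beta-arrestin-GFP aggregate spots per cell after agonist stimulation; plate controls were LPI-stimulated DMSO wells for no effect and DMSO wells without LPI for full effect; some results filed as inactive read as strong as hits; confirmed hits need IC50 under 10 µM and bright autofluorescent wells are also inconclusive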
NTR1 agonist cell count 20 µM: further read-out of NTR1 agonist, marked with its call; cell count; measured here: cell count, cytotoxicity flag
NS5 inhibitors pilot replicate: second read-out of NS5 inhibitors, no call of its own (marks repeat the call); inhibition, %; measured here: pilot screen replicate inhibition
* marks the source's active call; other numbers are inactive results; i = inactive; ? = inconclusive; . = no result given.

SMILES | SV40 large T antigen | GPR35 arrestin U2OS | NTR1 agonist | NTR1 agonist cell count 20 µM | NS5 inhibitors | Rac1 GTP hydrolysis | AID2073 | GPR55 beta-arrestin | Yfh1-depleted yeast | GPR55 antagonists | others
CCCCOC(=O)CCc1c(C)[nH]c(=O)c(C#N)c1C | 22% | 11% | -0.2 | 48 | -2% | 1% | 6% | -0.1% | i | 8%
OC(CNCCc1ccc(Cl)cc1)COCc1ccco1 (stereo unspecified) | -1% | 10% | 0.5 | 48 | 0% | 16% | -6% | -0.1% | i | 3%
O=c1cc(O)c2c(=O)n(Cc3ccccc3)c3ccccc3c2o1 | 8% | -11% | 0.0 | 62 | 18% | 6% | 44% | 0.1% | i | -7%
O=C(c1c[nH]c(C(=O)C(Cl)(Cl)Cl)c1)c1ccccc1Br | 4% | -4% | 2.3 | 48 | 7% | 14% | -9% | -0.3% | i | 3%
CC(C)CC(=O)Nc1ccccc1N1CCN(c2ccccc2)CC1 | 13% | 1% | 2.8 | 42 | 0% | 7% | -5% | -0.6% | i | 5%
CCOC(=O)c1cnn(CCOC(=O)Cc2cccs2)c1NC(=O)Cc1cccs1 | 7% | -13% | 1.1 | 81 | -6% | 3% | 3% | 0.0% | i | -1%
CC1CCN(C2CCN(C(=O)c3ccccc3F)CC2)CC1 | 8% | 7% | 0.8 | 54 | 4% | 30% | 7% | 0.3% | i | 1%
COc1ccc(OC)c(NC(=O)c2cccnc2)c1 | 8% | -3% | -1.6 | 41 | -3% | 8% | -1% | 0.4% | . | -1%
Cc1cc(-c2onc(C)c2C(=O)Nc2ccc(C(F)(F)F)cc2)no1 | 10% | 20% | 0.0 | 54 | 3% | 6% | 11% | -0.2% | i | -10%
CN(CC(=O)NCCCN1CCOCC1)S(=O)(=O)c1cc(Cl)ccc1Cl | 11% | -8% | 0.0 | 52 | -6% | 9% | 1% | -0.1% | . | 6%
NC(=O)c1ccc(NC(=O)COC(=O)/C=C/c2cccs2)cc1 | 0% | 4% | 0.2 | 47 | -7% | -2% | 0% | -0.2% | i | 10%
O=c1c2ccccc2sc2ccc(Cl)cc12 | 16% | -2% | -0.2 | 60 | -1% | 6% | -8% | 0.5% | i | -9%
CCCN(CCC)S(=O)(=O)c1ccc(C(=O)O)cc1 | 24% | 25% | 0.7 | 54 | 3% | 6% | 9% | -0.2% | i | 3%
CCOc1cc(S(=O)(=O)NCc2ccccc2)ccc1Br | 12% | 12% | 0.9 | 45 | -3% | 5% | -1% | 0.1% | i | 6%
O=c1oc2ccccc2c(N2CCCCC2)c1CN1CCCCC1 | 0% | -11% | 0.7 | 74 | 0% | 0% | 2% | -0.4% | i | 15%
COc1cccc(C2C(C(=O)c3sc(C)nc3C)=C(O)C(=O)N2CCN2CCOCC2)c1 (stereo unspecified) | 4% | 6% | -0.2 | 62 | -5% | 11% | 18% | -0.1% | i | -1%
COc1cc(CNCCc2ccc(S(N)(=O)=O)cc2)ccc1OCC(=O)NC(C)(C)C | 22% | 0% | 3.8 | 44 | 4% | 10% | 0% | -0.1% | i | -3%
CCc1ccc2c(COC(=O)c3n[nH]c4ccccc34)cc(=O)oc2c1 | 1% | 9% | 9.3 | 94 | 12% | -5% | 2% | 0.0% | i | 4%
Cc1cc(C(=O)N2CCCC(N3CCN(c4cccc(C(F)(F)F)c4)CC3)C2)c(C)o1 (stereo unspecified) | 15% | -8% | 1.3 | 70 | -6% | 9% | 4% | -0.1% | . | 7%
Cn1c(CCC(=O)Nc2ccc(F)cc2)nc2cc(S(=O)(=O)N3CCOCC3)ccc21 | 13% | . | 1.6 | 47 | -5% | 7% | . | . | . | .
Cc1onc(-c2c(Cl)cccc2Cl)c1C(=O)ONC(=O)c1cc(C(F)(F)F)cc(C(F)(F)F)c1 | 0% | -6% | 0.4 | 54 | -5% | 14% | -1% | 0.0% | i | 4%
Cc1ccc(Cn2c(=N)c(C(=O)NC3CCCCC3)cc3c(=O)n4ccccc4nc32)cc1 | 12% | -15% | 22 | 69 | -5% | 10% | 18% | -0.2% | . | 22%
CCOc1ccc(CNS(=O)(=O)c2c(C(=O)N3CCCC3)c(C)n(C)c2C)cc1OC | 2% | -1% | 0.6 | 64 | 4% | -15% | 5% | 0.1% | . | -8%
Cc1ccc(CSCc2nnc(SCC(=O)N3CCN(c4ccccc4)CC3)n2C)cc1 | 17% | 4% | 0.1 | 51 | 9% | 3% | -15% | -0.1% | i | -13%
Cc1cc(Cl)ccc1N(CC(=O)NCc1ccccc1)S(C)(=O)=O | 8% | -4% | 0.1 | 51 | -9% | 1% | -2% | -0.2% | . | 0%
CN(C)CCCNC(=O)CCC1CCCCC1 | -1% | -6% | 2.5 | 37 | -2% | 2% | -1% | 0.2% | i | 10%
COc1ccc(NS(=O)(=O)NC(=O)c2cn(C)c3ccccc23)cc1 | 20% | 15% | -1.0 | 61 | -6% | 27% | 2% | -0.1% | . | 15%
CCOc1ccccc1-n1c(CN2CCN(C(=O)c3ccco3)CC2)nc2ccccc2c1=O | 5% | 15% | -1.5 | 50 | -2% | -1% | 11% | -0.1% | . | 2%
Cc1nc2c3ccccc3nc(SCC(=O)N3CC(C)CC(C)C3)n2n1 (stereo unspecified) | 22% | 5% | 4.2 | 79 | -5% | 9% | -6% | -0.1% | . | 11%
CCOC(=O)C(Cc1cc(C(C)=O)ccc1OCC)C(=O)OCC | 4% | 16% | 0.5 | 68 | . | 11% | 4% | -0.2% | i | 0%
CCCc1nnc(SCC(=O)N2CCCCC2C)n1CC1CCCO1 (stereo unspecified) | 6% | -2% | . | . | -4% | 4% | -6% | -0.1% | i | 6%
Cn1c(=O)oc2cc(S(=O)(=O)N3CCN(c4ccccc4)CC3)ccc21 | -7% | 11% | 2.8 | 82 | -6% | 8% | -1% | -0.2% | i | 5%
COC(=O)CNc1nc(Cl)nc(Nc2ccc(Cl)cc2)n1 | 7% | 6% | 2.1 | 21 | 5% | 5% | 13% | -0.1% | i | -8%
Cc1ccc(C(=O)O)cc1NC(=S)NC(=O)c1ccc(-c2ccc(Cl)cc2)o1 | 11% | -17% | 0.9 | 56 | 12% | 13% | -4% | -0.1% | i | -6%
COc1cccc(/C=C2\SC(=S)N(CCC(=O)Nc3ccc(O)cc3)C2=O)c1 | 8% | -5% | 1.3 | 50 | 3% | 25% | 41% | 0.3% | . | 10%
COc1ccc(-c2nnc(NC(=O)Cc3ccccc3)s2)c(OC)c1 | 4% | 0% | 0.1 | 43 | 14% | -5% | 12% | 0.0% | i | 10%
Cc1nn(CC(=O)N2CCN(C34CC5CC(CC(C5)C3)C4)CC2)c(C)c1[N+](=O)[O-] | 8% | 1% | -1.0 | 53 | -9% | 5% | -3% | -0.2% | . | -2%
Cc1nonc1CC(=O)N1CCCC(C(=O)c2ccc(Cl)cc2)C1 (stereo unspecified) | 8% | -2% | -0.9 | 53 | -4% | 2% | 11% | 0.6% | i | 7%
CNc1nc(OCC(F)(F)F)nc(OCC(F)(F)F)n1 | 5% | . | 3.8 | 63 | -5% | -5% | . | . | . | .
CC(=O)c1cccc(NC(=O)/C(=C\c2cccnc2)NC(=O)c2ccccc2)c1 | 5% | -1% | -0.4 | 34 | -4% | 11% | 2% | -0.1% | . | -3%
COc1ccc(-c2cn3c(C)c(C(=O)Nc4cccc(NC(C)=O)c4)sc3n2)cc1 | 15% | 11% | 12 | 70 | -13% | 7% | 12% | 0.5% | i | 28%
CC1CCCC(C)N1S(=O)(=O)c1ccc(NC(=O)CCn2cnc3ccccc3c2=O)cc1 (stereo unspecified) | -3% | 1% | -0.7 | 74 | -2% | 3% | -6% | -0.1% | i | -6%
CC12CCC(C(=O)Nc3ncc([N+](=O)[O-])s3)(OC1=O)C2(C)C (stereo unspecified) | 9% | -2% | -1.1 | 78 | -10% | -1% | -7% | 0.7% | i | 10%
Cc1cc(Cn2nc(-c3ccccc3)cc2C(=O)NCc2cccs2)on1 | 6% | . | 0.7 | 50 | -5% | 7% | . | . | . | .
O=C(Nc1cccc(C(F)(F)F)c1)c1n[nH]c(Cn2cncn2)n1 | 6% | 17% | -1.3 | 88 | -2% | 5% | 3% | -0.1% | i | 7%
CCCCN(C(=O)c1cccc(C)c1)c1c(N)n(CCC)c(=O)[nH]c1=O | 1% | 0% | -0.9 | 34 | -5% | 6% | 2% | -0.2% | . | -2%
COc1ccc(NC(=O)COC(=O)c2ccc(Cl)c(S(N)(=O)=O)c2)c([N+](=O)[O-])c1 | 14% | 3% | 2.5 | 56 | 3% | -3% | 3% | -0.1% | i | -17%
S=C(NCc1ccco1)N/N=C/c1cccnc1 | 11% | -18% | 2.9 | 51 | -7% | 8% | -24% | -0.2% | i | -6%
COC(=O)c1ccc(Nc2nc(C)nc3c2nnn3Cc2ccccc2)cc1 | 3% | 11% | 0.7 | 73 | 1% | 8% | 7% | -0.2% | . | 2%
COc1ccc(C2NC(=S)N3C(c4ccc(OC)cc4)NC(=S)N23)cc1 (stereo unspecified) | ? | -2% | 0.0 | 73 | -4% | 11% | -18% | -0.1% | i | -6%
CC1(C)Oc2ccc(C(=O)NC3CCCC3)cc2N(CC(=O)NC2CCCCC2)C1=O | 4% | 4% | -1.5 | 55 | 4% | 5% | 5% | -0.1% | i | 10% | NS5 inhibitors pilot replicate=3.6
COc1cccc(N2CC(C(=O)Nc3nnc(SCCN4CCOCC4)s3)CC2=O)c1 (stereo unspecified) | 6% | -1% | 0.5 | 67 | -8% | 14% | -11% | -0.1% | . | -8%
CC(=O)Nc1ccc(OC(=O)Oc2ccc(NC(C)=O)cc2)cc1 | 38% | 9% | 1.2 | 115 | 4% | ? | 7% | -0.1% | i | 6%
Cc1cc(C)nc(SCc2nnc(SCC(=O)Nc3ccc(Cl)c(C(F)(F)F)c3)o2)n1 | 9% | 0% | 0.7 | 43 | -3% | 2% | -2% | -0.2% | i | 11%
